Source: PubChem BioAssay
Polio RdRp inh: inhibitors of poliovirus RNA polymerase binding and polymerization; P03300; poliovirus polymerase elongation, fluorescence polarization; active compounds read low; % elongation, % (compound at 16.7 µg/mL); 150,000 tested, 0.66% active; AID 588519; in the data active = % elongation below about 90%; also: some results filed as inactive read as strong as hits
Target sequence (P03300 1749-2209 limits assumed): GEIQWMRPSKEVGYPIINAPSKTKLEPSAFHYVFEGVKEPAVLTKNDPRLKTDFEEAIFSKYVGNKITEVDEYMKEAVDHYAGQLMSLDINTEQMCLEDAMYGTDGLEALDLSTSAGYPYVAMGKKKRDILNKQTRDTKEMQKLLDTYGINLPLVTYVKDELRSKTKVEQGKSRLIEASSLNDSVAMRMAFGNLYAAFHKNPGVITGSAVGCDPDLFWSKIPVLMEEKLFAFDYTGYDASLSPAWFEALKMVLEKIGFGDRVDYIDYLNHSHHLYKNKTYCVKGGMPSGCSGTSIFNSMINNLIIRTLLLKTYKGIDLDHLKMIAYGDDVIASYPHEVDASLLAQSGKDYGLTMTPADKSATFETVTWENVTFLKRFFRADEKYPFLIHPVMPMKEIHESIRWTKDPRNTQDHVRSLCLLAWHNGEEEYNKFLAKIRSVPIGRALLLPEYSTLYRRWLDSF
Polio RdRp inh FP z-score: second read-out of Polio RdRp inh, no call of its own (marks repeat the call); z-score; measured here: FP z-score; hits read low
* = called active by the depositor. This is a subset (hit frequency here may not be typical).

Compound,Polio RdRp inh,Polio RdRp inh FP z-score
CC(=O)OCC(=O)[C@@]12OC(C)(C)O[C@@H]1CC1C3C[C@H](F)C4=CC(=O)C=C[C@]4(C)[C@@]3(F)[C@@H](O)C[C@@]12C (stereo not given in full),101.0,0.2
COc1ccccc1N1CCN(C(C)C(=O)NCC2CCCCC2)CC1 (stereo not given),105.0,-0.8
COc1cc(S(=O)(=O)N2CC(C)OC(C)C2)c(OC)cc1Cl (stereo not given),105.0,1
COC(=O)C1=CN(CC23CC4CC(CC(C4)C2)C3)C=C(C(=O)OC)C1c1cccs1,108.0,0.5
CCSc1nnc2c(=O)n(C)c(=O)n(C)c2n1,103.0,0.9
COCCNC(=O)C(=O)Nc1c2c(nn1-c1ccccc1)CS(=O)(=O)C2,105.0,-0.1
Cc1sc2ncnc(OCc3ccc(C#N)cc3)c2c1C,111.0,0.9
Cc1cc(C)c(C#N)c(NC2CCCCC2)n1,102.0,0.4
Cc1ccc(S(=O)(=O)Nc2cc(C(=O)NC3CCCC(C)C3C)ccc2N2CCCCC2)cc1 (stereo not given),101.0,-0.6
CCOC(=O)c1[nH]c(=O)[nH]c1CN(Cc1ccco1)Cc1[nH]c(=O)[nH]c1C(=O)OCC,102.0,0.5
Cc1sc2c(c1C)c(=O)n(-c1ccc(Cl)cc1)c(=O)n2Cc1cc(=O)n2ccccc2n1,108.0,0.7
CCOC(=O)c1c(C)[nH]c(C)c1S(=O)(=O)N1CCC(C(=O)N2CCN(c3cccc(Cl)c3)CC2)CC1,110.0,0.6
CCOc1ccc(-c2cc(C#N)on2)cc1,102.0,0.4
Cc1noc(C)c1COc1cccc(C(=O)OC2CCCCC2=O)c1 (stereo not given),99.0,-0.4
CCC(=O)c1ccc(OCC(O)CN(C)Cc2ccccc2OC)cc1 (stereo not given),99.0,-0.2
COc1cccc(-c2cc(C(=O)N3CCCCC3C)no2)c1 (stereo not given),102.0,0.6
COC(=O)c1ccccc1-n1cc2c(c1-c1cccc(C)c1)c(=O)n(C)c(=O)n2C,109.0,0.6
O=c1c2sc3ccccc3c2n(Cc2ccccc2F)c(=O)n1Cc1ccccc1,104.0,-0.6
COC(=O)c1ccccc1NS(=O)(=O)c1ccccc1,101.0,0.3
COc1cccc(C2CC(=O)Nc3c2c(=O)n(C)c2nc4ccccc4n32)c1 (stereo not given),105.0,0.1
O=C(N/N=C1\CCCc2ccccc21)c1ccc(O)cc1,104.0,0.2
O=C(c1ccc2c(c1)N(Cc1cccc(Cl)c1)C(=O)c1ccccc1S2=O)N1CCN(c2cccc(C(F)(F)F)c2)CC1 (stereo not given),101.0,-0.8
CSc1ccc(/C=C2\C(=O)N(C)N=C2C)s1,98.0,-0.9
CCCCc1cc(=O)oc2cc(C)c3c(C)c(C)oc3c12,102.0,0.2
COc1ccc(Nc2nnc(SCc3nc4ccc(Cl)cc4n3CCO)s2)cc1,100.0,-0.1
Cc1ccc(-n2nc(C)cc2NC(=O)CSc2nnc(C3COc4ccccc4O3)n2C)cc1 (stereo not given),100.0,-0.4
Cc1cccc(N2CCN(C(=O)CCS(=O)(=O)c3ccc4c(c3)CC(=O)N4C)CC2C)c1 (stereo not given),110.0,0.3
CCn1cc(C(=O)NCCCN2CCN(c3cccc(Cl)c3)CC2)c(=O)c2cc(S(=O)(=O)N(C)C)ccc21,103.0,1.3
Cc1cc2c(n1-c1ccc(Br)cc1)CC(C)(C)CC2=O,99.0,-1
CC(C)c1ccc(NC(=O)Cn2c(=O)oc3cc(S(=O)(=O)N4CCCC4)ccc32)cc1,107.0,0
CCN1CCN(C(=O)c2cn(-c3ccccc3)nc2-c2cccs2)CC1,101.0,-0.4
CCOC(=O)c1ccc(NC(=O)CO/N=C/c2ccc3c(c2)OCO3)cc1,104.0,0.3
O=C(Nc1ccccn1)NC12CC3CC(CC(C3)C1)C2,103.0,0.5
CC(C)N(C(=S)NC(=O)C1CC1)c1ccccn1,124.0,2.2
CCOc1ccc(CCNC(=O)C2CCN(Cc3nc(-c4ccccc4C)oc3C)CC2)cc1OCC,110.0,0.6
COC(=O)c1ccn(COc2ccccc2Cl)n1,100.0,-0.7
CCOC(=O)N1CCC(NC(=O)Nc2cc(C)oc2C(F)(F)F)CC1,105.0,0.5
CCCN(Cc1ccc(N(CC)CC)cc1)CC1CC1,99.0,-0.7
Cc1oc(-c2ccccc2F)nc1CS(=O)CC(=O)NC(C)C (stereo not given),104.0,-0.1
CCn1c(-c2ccc3c(c2)OCCO3)cnc1SCC(=O)c1cc(C)n(-c2ncn[nH]2)c1C,107.0,0.8
Cc1cccc(NC(=O)CS(=O)(=O)c2nc(-c3ccccc3)cn2-c2cccc(Cl)c2)c1C,109.0,1.3
CN1CCC(N(C)C(C(=O)Nc2ccc(F)cc2)c2ccccc2)CC1 (stereo not given),92.0,-1.3
CCN(CC)c1ccc(NS(=O)(=O)c2ccc3c(c2)CCCN3C(C)=O)c(C)c1,112.0,1
O=C1CSc2ccc(C(=O)N3CCN(S(=O)(=O)/C=C/c4ccccc4)CC3)cc2N1,100.0,-0.5
O=S(=O)(c1ccccc1)c1nc(-c2cccs2)oc1SCc1ccc(F)cc1,106.0,0.2
O=C(CSC(=S)N1CCOCC1)N1CCc2ccccc21,102.0,0.2
Cc1cncc(C(=O)NN)c1,102.0,0.3
Cc1cc2cc(CNC(=S)NCCc3ccccc3)ccc2n1C,101.0,-0.2
O=C(CCC(=O)c1cccs1)NCC1CCCO1 (stereo not given),103.0,0.1
NC(=O)NNC1=Nc2cccc3cccc1c23,102.0,-0.1

The listing continues.
Compound,Polio RdRp inh,Polio RdRp inh FP z-score
Cc1c(/C=N/O)sc2ccccc12,106.0,0.4
CCN(CC)C(=O)Cn1c(=O)n(-c2ccc(Cl)c(Cl)c2)c(=O)c2c(C)c(C(=O)N(CC)CC)sc21,109.0,0.6
CC(C(=O)N1CCCCCC1)(c1ccccc1)c1ccccc1,104.0,0.1
CCC1CCC(c2nnc(-c3ccc(Br)cc3)o2)CC1 (stereo not given),102.0,0.2
CN1CCCc2cc(/C=C3\CCC(C4CCCC4)C3=O)ccc21 (stereo not given),102.0,0.3
Cc1ccccc1COC(=O)CCCC1=NS(=O)(=O)c2ccccc2N1,99.0,-0.4
COC(=O)c1cc(Cl)c(N)cc1OC,102.0,0.2
NC(=Nc1ccccc1)SC1CC(=O)N(c2ccccc2)C1=O (stereo not given),104.0,0.7
CCOC(=O)c1c(CN(C)C)n(C)c2cc(Br)c(OC)cc12,94.0,-0.7
CN(C)c1ccc(-c2nc3cc(NC(=O)c4ccccc4)ccc3o2)cc1,101.0,-0.4

(list continues)
Compound	Polio RdRp inh	Polio RdRp inh FP z-score
CCOc1ccc(CNC(=O)CCC(=O)N2CC3CCCN3c3ccccc32)cc1 (stereo not given)	104.0	-0.1
O=C(NC1CCCCC1)c1ccc(CN2CCOCC2)cc1	101.0	0.5
O=S(=O)(c1ccccc1)c1ccc(O)cc1	98.0	-1.2
O=C(CC1(O)C(=O)Nc2ccccc21)C1CC2C=CC1C2 (stereo not given)	104.0	0.1
O=C(NCC(c1ccco1)N1CCCC1)c1ccc(-c2nc3ccccc3s2)s1 (stereo not given)	107.0	0.6
O=C(NCc1ccco1)C(c1ccccc1)N(C(=O)Cc1cccs1)c1cccnc1 (stereo not given)	101.0	-0.4
COc1ccc(NC(=O)CC2C(=O)N(c3ccc(C)cc3)C(=O)N2CCc2ccccc2)cc1 (stereo not given)	107.0	0.3
N#Cc1oc2ccccc2c1NC(=O)COC(=O)c1ccc(N2C(=O)c3ccccc3C2=O)cc1	101.0	-0.2
Cc1ccc(C(=O)N2CCc3cc(CNS(=O)(=O)c4cccs4)ccc32)cc1	113.0	1.4
Cc1ccc2nc(-c3ccc(Cl)c(NC(=O)COc4cccc(C)c4C)c3)oc2c1	94.0	-2.3
O=C(Cn1c(=O)n(-c2ccc(F)c(Cl)c2)c(=O)c2sc3ccccc3c21)NC1CCCCC1	107.0	0.8
O=Nc1ccc(NNC(=O)c2ccccc2O)cc1	101.0	-0.1
O=C(Nc1cc(C(F)(F)F)ccc1Cl)c1ccc2c(c1)CCN2S(=O)(=O)c1ccccc1	112.0	1.5
COc1ccc(S(N)(=O)=O)cc1C(=O)NCC(c1cccs1)N(C)C (stereo not given)	107.0	0.9
CCC1CSc2nc3ccsc3c(=O)n21 (stereo not given)	102.0	-0.2
CC1CCCCN1S(=O)(=O)c1ccccc1C(=O)O (stereo not given)	95.0	-0.9

3 entries out of the list, ordered by count of non-hydrogen atoms, rising:
Compound	Polio RdRp inh	Polio RdRp inh FP z-score
Cc1sc2ncnc(OCc3ccc(C#N)cc3)c2c1C	111.0	0.9
COc1ccccc1N1CCN(C(C)C(=O)NCC2CCCCC2)CC1 (stereo not given)	105.0	-0.8
O=C1CSc2ccc(C(=O)N3CCN(S(=O)(=O)/C=C/c4ccccc4)CC3)cc2N1	100.0	-0.5

Carrying on.
Compound	Polio RdRp inh	Polio RdRp inh FP z-score
Cc1c(N=CN(C)C)c(=O)n(-c2ccccc2)n1C	101.0	-0.2
O=C(O)C1C2C=CC3(CN(CCc4ccccc4)C(=O)C13)O2 (stereo not given)	101.0	0
Cc1ccc(C(=O)N(C)Cc2ccccc2)c(Cl)c1	99.0	-0.2
CC1Cc2ccccc2N1C(=O)CSc1cccc[n+]1[O-] (stereo not given)	103.0	0
COc1cc2c(cc1OC)CN(Cn1cnc3ccccc3c1=O)CC2	103.0	0
CCOc1cc(C(=O)Nc2cc(Cl)ccc2OC)cc(OCC)c1OCC	103.0	0.4
COC(=O)/C=C1/C(=O)N/C(=N\c2nc(C)cc(C)n2)N1c1cccc(C)c1	104.0	0.5
O=C(CSc1nc(-c2ccccc2)no1)N1CCCCC1	106.0	0.3
CC1CCN(CC(=O)NC2CC2)CC1	102.0	-0.2
O=C(COc1ccc(-c2nnco2)cc1)N(Cc1cccs1)c1ccc2c(c1)OCCO2	96.0	-0.5
CCc1cccc(CC)c1NC(=O)COc1ccccc1C(=O)N1CCOCC1	115.0	1.2
CCc1ccc(NC2=NC(C(=O)Nc3ccccc3)CC(=O)N2)cc1 (stereo not given)	101.0	-0.1
CC(=O)Nc1nnc(C)s1	103.0	0.4
CC(C)[C@H](NC(N)=O)C(=O)Nc1ccc(Cl)c(Cl)c1	113.0	1.9
N#CC1=C(N)NC(SCC(=O)Nc2cccc3ccccc23)=C(C#N)C12CCCCC2	103.0	0.1
CC1CCC(NC(=O)c2cc3oc4ccccc4c3n2C)CC1 (stereo not given)	104.0	0.7
COc1ccc(NC(=O)CN2C(=O)COc3ccc(S(=O)(=O)NC4CCCC4)cc32)cc1OC	108.0	0.4
O=S(=O)(c1ccccc1)N(CCO)Cc1ccccc1	108.0	0.4
O=C(O)CCC(=O)Nc1sc2c(c1C(=O)O)CCCC2	99.0	-0.7
c1ccc(-c2cc3ccsc3o2)cc1	102.0	0.1
Cc1ccccc1Nc1nn2c(=O)c3ccc(C(=O)NCC(C)c4ccccc4)cc3nc2s1 (stereo not given)	106.0	-0.2
CCOC(=O)c1cnn(-c2cccc(F)c2)c1C1CCNCC1	104.0	-0.8
COc1ccc(O)c(C(=O)c2cnn(C(=S)Nc3ccccc3)c2N)c1	102.0	-0.2
C/C(CC12CC3CC(CC(C3)C1)C2)=N\NC(N)=O	97.0	-0.4

Among those listed so far, these contain a furan ring, fused or not:
Compound	Polio RdRp inh	Polio RdRp inh FP z-score
CCOC(=O)c1[nH]c(=O)[nH]c1CN(Cc1ccco1)Cc1[nH]c(=O)[nH]c1C(=O)OCC	102.0	0.5
CCCCc1cc(=O)oc2cc(C)c3c(C)c(C)oc3c12	102.0	0.2
CCOC(=O)N1CCC(NC(=O)Nc2cc(C)oc2C(F)(F)F)CC1	105.0	0.5
O=C(NCC(c1ccco1)N1CCCC1)c1ccc(-c2nc3ccccc3s2)s1 (stereo not given)	107.0	0.6
O=C(NCc1ccco1)C(c1ccccc1)N(C(=O)Cc1cccs1)c1cccnc1 (stereo not given)	101.0	-0.4
N#Cc1oc2ccccc2c1NC(=O)COC(=O)c1ccc(N2C(=O)c3ccccc3C2=O)cc1	101.0	-0.2
CC1CCC(NC(=O)c2cc3oc4ccccc4c3n2C)CC1 (stereo not given)	104.0	0.7
c1ccc(-c2cc3ccsc3o2)cc1	102.0	0.1

Continuation:
Compound	Polio RdRp inh	Polio RdRp inh FP z-score
CC1=C2C(=NCCN1)C(=O)N(c1ccccc1)C2c1cccs1 (stereo not given)	103.0	0.3
COc1ccc(-c2nc3ccccc3n2CCOc2ccccc2)cc1	103.0	0.4
CC1CCCC(C)N1C(=O)COC(=O)c1cccs1 (stereo not given)	102.0	-0.1
Nc1nc(C(=O)N2CCOCC2)nn1S(=O)(=O)c1ccc(Cl)cc1	102.0	0.1
COc1ccc(CCNC(=O)CCCCn2c(=O)c3ccccc3n(Cc3cccc(C)c3)c2=O)cc1OC	107.0	0.3
CC(C)(C)C(=O)n1cc2c(n1)-c1cc(Cl)ccc1SC2	98.0	-0.7
Cc1ccc(-n2ncc(C(=O)N3CCN(c4ccccn4)CC3)c2C2CCN(C(=O)OC(C)(C)C)CC2)cc1	115.0	1.8
C=CCn1c(CCSCc2ccc(OC)cc2)n[nH]c1=S	102.0	0.1
CCN(CC)CCCOc1cccc2ccccc12	103.0	-0.1
CCCCN1C(=O)/C(=C2\SC(N3CCOCC3)=NC2=O)c2ccccc21	102.0	0.1
Cc1ccc(CNC(=O)CCNS(=O)(=O)c2cccc3nsnc23)cc1	106.0	0.3
CC(=O)Oc1ccccc1C(=O)N1CC(C)OC(C)C1 (stereo not given)	100.0	-0.2
CC(NC(=O)C1CC1)c1ccncc1 (stereo not given)	101.0	-0.4
